Screening data: PubChem, National Center for Advancing Translational Sciences (NCATS)
Mito fusion yeast = mitochondrial division inhibition or fusion activation; 320,000 compounds, 0.23% hits; Potency, µM (titrated, usually from 46.1 µM), without a hit: at the top dose growth rescue (activation), hits mostly activators; S. cerevisiae fusion-defective mutant growth rescue, CellTiterGlo 48 h;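 further: potency means the concentration at half of the fitted maximal effect; % of control where 0% means no effect; nearly all actives have a fitted effect of over 45% in size; temperature-sensitive fusion mutants such as fzo1-1 at 37 °C on non-fermentable ethanol glycerol medium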
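S. cerevisiae fusion-defective temperature-sensitive mutants (e.g. fzo1-1, mgm1-5) grown 48 h at 37C in YPEG (ethanol/glycerol non-fermentable) medium with 23 nl compound per well; growth rescue read as CellTiterGlo luminescence.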
KCNH2 3.1 block = inhibitors of human KCNH2 3.1 potassium channel isoform; U2OS KCNH2 3.1, thallium flux FluxOr; stronger effect = lower value; AID 720553; activity change, % (tested at about 1.8 µM); 340,000 compounds, 0.95% hits;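 active means maximum activity change below -70%; inconclusive means maximum activity change from -70% to -50%; inactive means maximum activity change above -50%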;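 further: thallium influx rate constant from kinetic fluorescence after stimulation buffer; on the % scale 0 is the no-effect control and ±100 the full control effect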
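Virally transduced U2OS (3.1 isoform, 4 h infection in dark at RT) → overnight 37 C → FluxOr + Red40 in HBSS/HEPES, 45 min → stimulation buffer, 2 min kinetic read → rate constant vs DMSO controls.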
hERG WT inh = KCNH2 (human, wildtype) channel inhibition | activity change, % at 1.84 µM | AID 720551 | 340,000 compounds, 0.37% hits | Q12809 | U2OS, BacMam KCNH2, thallium flux FluxOr; stronger effect = lower value;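 active means maximum activity change below -70%; inconclusive means maximum activity change between -70% and -50%; inactive means maximum activity change above -50%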; further: on the % scale 0 is the no-effect control and ±100 the full control effect
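U2OS cells transduced with wild-type KCNH2 virus are loaded with FluxOr dye for 45 min, and thallium flux is measured in kinetic reads before and after stimulation buffer. Rate constants are normalized to DMSO controls.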
TCR act = activates T cell receptor signaling. Potency, µM (series often up to 9.22 µM), for the others: top-dose activation of IL-2 secretion, hits mostly activators. AID 504894. 330,000 tested, under 10 active. primary human leukocytes, anti-CD3, IL-2 HTRF, 48 h; further: % of control where 0% means no effect
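1) Mix primary human leukocytes, a-CD3 beads and compound. 2) Incubate 48 hr. 3) Add HTRF IL-2 reagents (a-IL-2-K, a-IL-2-d2).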
ELG1 repair inh = ELG1-dependent DNA repair inhibition. HEK293T ELG1-luciferase reporter, luminescence, 16 h; DNA damage induced by 5-fluorouridine. Potency, µM (series often up to 46.1 µM), for the others: at the top dose activity change, negative = inhibition, hits mostly inhibitors. 330,000 compounds, 2.3% hits. AID 504467; further: potency means the concentration at half of the fitted maximal effect; on the % scale 0 is the no-effect control and ±100 the full control effect; nearly all actives have a fitted effect of over 55% in size
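Cells (2,000 per well) received 5-fluorouridine plus test compound or DMSO and were incubated 16 hr at 37 °C, 5% CO2. Luciferase activity was read by luminescence 30 min after ONE-Glo addition; signal suppression marked inhibition of damage-induced ELG1 function.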
Eya2 phos inh = blocks the phosphatase activity of human Eya2; O00167; recombinant Eya2, OMFP fluorescence dephosphorylation (OMFP is methylfluorescein phosphate); Potency, µM (highest dose often 76.9 µM), for inactives: top-dose activity, negative = inhibition, actives largely listed as inhibitors; 330,000 compounds, 0.006% hits; AID 488837; further: potency means the concentration at half of the fitted maximal effect; on the % scale 0 is the no-effect control and ±100 the full control effect
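Eya2 protein (added as 0.2 uM solution) was preincubated with compound for 10 min at ambient temperature in 50 mM HEPES pH 7.5, 50 mM NaCl, 5 uM MgCl2, 0.05% BSA, 1 mM DTT. OMFP (added at 50 uM) then reacted 10 min; fluorescence read at 485/525 nm.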
USP2a block = USP2a (human) protease inhibition | O75604 | USP2 core, Ub-CHOP2 coupled fluorogenic reporter, 485/531 | Potency, µM (doses to about 38.3 µM), for inactives: top-dose activity change, negative = inhibition, hits mostly inhibitors | 330,000 compounds, 0.01% hits | AID 463254;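 further: potency means the concentration at half of the fitted maximal effect; plate controls were DMSO wells for no effect and full inhibition by NEM control for full effect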
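Deubiquitinase activity read as fluorescence (485/531 nm) after Ub-CHOP2 cleavage activates the enterokinase reporter on its substrate; USP2 core 10nM, Ub-CHOP2 and substrate 25nM each, 30min compound preincubation then 60min RT; data normalized to NEM, curves fitted.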
A-T KAP1 phos = candidate therapy for ataxia-telangiectasia. […] A-T fibroblasts, KAP-1 phosphorylation AlphaLISA; neocarzinostatin DNA damage 30 min before lysis. Potency, µM (titrated, usually from 57.5 µM), without a hit: at the highest dose activation, actives largely listed as activators. 320,000 compounds, 0.19% hits. AID 485349; further: potency means the concentration at half of the fitted maximal effect; % of control where 0% means no effect; nearly all actives have a fitted effect of over 45% in size
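ATM-like activity read as KAP-1 phosphorylation via AlphaLISA donor/acceptor antibody pairs after lysis and 6 hr at 25C. Cells were ATM-null patient fibroblasts ([…], hTERT), dosed 60 min, then exposed to the DSB inducer NCS for 30 min.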
TSHR antag = antagonists of human thyroid stimulating hormone receptor. P16473. TSHR-expressing cells, TSH-stimulated cAMP HTRF, 2 h; stronger effect = lower value. activity change, negative = inhibition, % at 11.5 µM. 330,000 compounds, 0.2% hits. AID 504810;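 active means activity change below a set negative limit, meaning inhibition stronger than a set level, cut at about -70% in these data; inconclusive means activity change between two set negative limits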; further: on the % scale 0 is the no-effect control and ±100 the full control effect
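Inhibition of cAMP made by TSHR-expressing cells under TSH stimulation (4nM final, EC80; 2 h, 37 deg C) is quantified with a one-step lysis HTRF kit, anti-cAMP cryptate versus cAMP-d2.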
TRPV1 ag = human TRPV1 agonism | Q8NER1 | TRPV1-expressing cells, Fluo-8 calcium influx, agonist mode | activation, % at 8.33 µM | 320,000 compounds, 0.19% hits; in the data active means activation above about 80%; inconclusive means between about 30% and that limit; further: 0% is about no effect
Target sequence (Q8NER1 whole entry, looked up): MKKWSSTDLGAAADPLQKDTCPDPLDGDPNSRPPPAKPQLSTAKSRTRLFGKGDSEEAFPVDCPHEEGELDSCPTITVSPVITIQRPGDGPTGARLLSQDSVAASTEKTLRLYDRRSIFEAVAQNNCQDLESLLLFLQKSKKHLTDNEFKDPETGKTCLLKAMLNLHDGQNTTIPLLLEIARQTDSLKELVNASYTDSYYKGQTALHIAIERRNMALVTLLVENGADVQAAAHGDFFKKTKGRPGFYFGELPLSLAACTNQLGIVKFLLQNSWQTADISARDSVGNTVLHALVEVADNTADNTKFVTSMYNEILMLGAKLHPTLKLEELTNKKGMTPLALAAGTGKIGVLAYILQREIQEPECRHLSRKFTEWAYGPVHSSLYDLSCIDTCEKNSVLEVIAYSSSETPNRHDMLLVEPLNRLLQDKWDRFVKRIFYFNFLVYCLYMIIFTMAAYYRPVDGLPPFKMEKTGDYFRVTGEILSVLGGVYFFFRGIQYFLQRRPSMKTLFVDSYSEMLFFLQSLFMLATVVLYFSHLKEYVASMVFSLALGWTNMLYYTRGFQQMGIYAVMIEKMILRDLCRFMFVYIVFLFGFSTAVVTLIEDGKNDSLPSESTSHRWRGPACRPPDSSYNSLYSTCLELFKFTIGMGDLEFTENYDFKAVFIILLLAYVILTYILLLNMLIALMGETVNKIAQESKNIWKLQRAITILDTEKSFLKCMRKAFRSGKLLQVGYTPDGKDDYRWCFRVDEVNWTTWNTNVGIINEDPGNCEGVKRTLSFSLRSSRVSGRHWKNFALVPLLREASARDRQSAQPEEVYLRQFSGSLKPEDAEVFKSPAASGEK
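Fluo-8 calcium influx in TRPV1-expressing cells, kinetic read (ex 480/em 520 nm). Compound added and read 3 min for agonist activity, followed by capsaicin at EC20 final and 2 min further read for enhancement.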
The depositor's hits bear a star; ? = inconclusive; / = no result given; [ ] = remark or other dose. Unless noted, the call rests on the fitted dose curve; in most records, active means well fitted curve in the direction sought with a large enough effect; inconclusive means small, poorly fitted or top-dose-only effect, or another doubt; inactive means no such curve, though single readings can be large; an effect the other way counts as inactive or inconclusive.

SMILES	Mito fusion yeast	KCNH2 3.1 block	hERG WT inh	TCR act	ELG1 repair inh	Eya2 phos inh	USP2a block	A-T KAP1 phos	TSHR antag	TRPV1 ag
O=C1NC(=Nc2ccccc2)c2ccc([N+](=O)[O-])cc21	-4%	9	6	-4%[46.1 µM]	-8%	-4%	4%	2%	1	-4
O=C1CC(N2CCN(S(=O)(=O)c3ccc([N+](=O)[O-])cc3)CC2)C(=O)N1c1ccccc1F (centres undefined)	6%	-31	-9	-7%	9%	-8%	-1%	-24%	3	7
CC(C(=O)NCc1cccnc1)c1ccc([N+](=O)[O-])cc1 (centres undefined)	-3%	1	9	/	4%	23%	1%	19%	5	0
OCC[C@H]1C[C@H](O)[C@@H](O)[C@@]2(Cc3ccccc3CO2)O1	-8%	8	-8	0%	8%	15%	1%	6%	6	-1
COc1cc(NC(=O)c2ccc3snnc3c2)cc(OC)c1	4%	-1	10	7%	?	-6%	4%	5%	-9	7
Clc1ccc(OCCn2ccnc2)cc1Cl	-3%	25	1	-4%	-4%	3%	0%	10%	-6	-6
O=C(O)C1C2CCC(O2)C1C(=O)Nc1ccc(Cl)cc1F (centres undefined)	3%	-12	-20	10%	?	-10%	-2%	7%	32	2
C=CCn1c(=O)c2c(nc3n2CCCN3Cc2ccccc2)n(C)c1=O	30%	-26	13	0%	6%	-2%	2%	-2%	-1	6
CCOc1cc(C(=O)NCc2nnc(SCC(=O)OC)n2C)cc(OCC)c1OCC	1%	-3	1	-18%	0%	-11%	2%	-4%	-2	2
COc1ccccc1C(=O)N/C(=C/c1ccccc1)C(=O)Nc1ccc(C(=O)O)cc1	29%	10	-18	3%	4%	-4%	7%	-5%	0	-4
Cc1ccc(NC(=O)CSc2nc(-c3ccco3)cc(C(F)(F)F)n2)cc1C	-4%	-2	14	-3%[46.1 µM]	?	11%	4%	/	-15	8
Cc1cccc(NC(=O)C2CC(=O)N(c3ccc4c(c3)OCCO4)C2)n1 (centres undefined)	-5%	-24	-2	/	?	5%	3%	5%	-10	0
Cc1ccsc1C(=O)Nc1nnc(-c2ccco2)o1	14%	-23	-7	-4%	9%	-4%	-1%	-3%	11	-3
COc1ccc(C2N(c3cc(Cl)ccc3OC)C(=O)C3CCCN32)cc1 (centres undefined)	-3%	-2	20	12%	7%	3%	2%	-3%	14	/
Cc1nc2ccccc2cc1C(=O)N/N=C/c1ccco1	-1%	-4	3	1%[46.1 µM]	0%	2%	-1%	/	-5	24
CCN1CCN(C(C(=O)NC2CCCC2)c2ccc(Cl)cc2)CC1 (centres undefined)	0%	0	10	0%	1%	-7%	-1%	7%	-10	/
COc1ccc(S(=O)(=O)N2CCCCC2C)cc1 (centres undefined)	-2%	-3	1	-7%	2%	7%	0%	1%	-10	1
COc1ccc(OC)c(NC(=O)CSc2nc3c(c(=O)n(C)c(=O)n3C)n2C)c1	-10%	2	-8	/	?	-3%	0%	-2%	0	-3
CCOC(=O)c1cnn(-c2cc(C)nc3c(-c4ccc(Cl)cc4)c(C)nn23)c1N	3%	/	/	/	15%	7%	5%	1%	21	0
CN(C)/C=N/c1nc2ncc(-c3ccc(Cl)cc3)c(/N=C/N(C)C)n2n1	-1%	-1	-2	-1%	-6%	10%	1%	5%	-7	0

Ordered by heavy-atom count (ascending): 10 of the compounds above
SMILES	Mito fusion yeast	KCNH2 3.1 block	hERG WT inh	TCR act	ELG1 repair inh	Eya2 phos inh	USP2a block	A-T KAP1 phos	TSHR antag	TRPV1 ag
COc1ccc(S(=O)(=O)N2CCCCC2C)cc1 (centres undefined)	-2%	-3	1	-7%	2%	7%	0%	1%	-10	1
Cc1ccsc1C(=O)Nc1nnc(-c2ccco2)o1	14%	-23	-7	-4%	9%	-4%	-1%	-3%	11	-3
O=C1NC(=Nc2ccccc2)c2ccc([N+](=O)[O-])cc21	-4%	9	6	-4%[46.1 µM]	-8%	-4%	4%	2%	1	-4
Cc1nc2ccccc2cc1C(=O)N/N=C/c1ccco1	-1%	-4	3	1%[46.1 µM]	0%	2%	-1%	/	-5	24
COc1cc(NC(=O)c2ccc3snnc3c2)cc(OC)c1	4%	-1	10	7%	?	-6%	4%	5%	-9	7
CCN1CCN(C(C(=O)NC2CCCC2)c2ccc(Cl)cc2)CC1 (centres undefined)	0%	0	10	0%	1%	-7%	-1%	7%	-10	/
CN(C)/C=N/c1nc2ncc(-c3ccc(Cl)cc3)c(/N=C/N(C)C)n2n1	-1%	-1	-2	-1%	-6%	10%	1%	5%	-7	0
Cc1ccc(NC(=O)CSc2nc(-c3ccco3)cc(C(F)(F)F)n2)cc1C	-4%	-2	14	-3%[46.1 µM]	?	11%	4%	/	-15	8
COc1ccc(OC)c(NC(=O)CSc2nc3c(c(=O)n(C)c(=O)n3C)n2C)c1	-10%	2	-8	/	?	-3%	0%	-2%	0	-3
O=C1CC(N2CCN(S(=O)(=O)c3ccc([N+](=O)[O-])cc3)CC2)C(=O)N1c1ccccc1F (centres undefined)	6%	-31	-9	-7%	9%	-8%	-1%	-24%	3	7

The list goes on.
SMILES	Mito fusion yeast	KCNH2 3.1 block	hERG WT inh	TCR act	ELG1 repair inh	Eya2 phos inh	USP2a block	A-T KAP1 phos	TSHR antag	TRPV1 ag
CC(Cc1ccccc1)N1C(=O)c2cccc([N+](=O)[O-])c2C1=O (centres undefined)	-13%	8	-6	-5%	10%	17%	-7%	49%	19	24
C[C@@H]1CN([C@H](C)CO)C(=O)c2cc(NC(=O)NC3CCCCC3)ccc2O[C@H]1CN(C)S(C)(=O)=O	/	-6	3	8%	?	11%	5%	5%	-12	/
Cc1csc(NC(=O)CCNC(=O)c2ccc([N+](=O)[O-])cc2)n1	-2%	0	9	-2%[46.1 µM]	-19%	-6%	6%	1%	15	1
COc1cccc(CC(=O)OCC(=O)N(C)CC(=O)Nc2ccccc2Cl)c1	-4%	0	-3	/	3%	-6%	2%	-1%	12	1
CCOC(=O)C1=C(C)Nc2ccccc2N=C1NC(=O)CCCN1C(=O)c2ccccc2C1=O	-4%	-10	3	7%	8%	2%	2%	/	-2	-1
O=C(O)c1cccnc1SCc1cn2cc(Cl)ccc2n1	6%	-27	-1	6%	15%	1%	0%	-6%	6	4
COc1cc(C(=O)N/N=C/c2ccc(OC(=O)c3cccc(C)c3)cc2)ccc1O	-2%	/	-6	-4%	0%	3%	0%	-3%	-12	13
COc1cccc(-c2nc(CS(=O)(=O)CC(=O)Nc3ccc(C(C)=O)cc3)c(C)o2)c1	3%	-18	-4	3%	?	-9%	1%	0%	1	1
O=C(COc1ccc([N+](=O)[O-])cc1)NNC(=O)Nc1ccc([N+](=O)[O-])cc1	3%	-1	-7	-3%	3%	-2%	-2%	-2%	-2	1
CC(=O)C1=C(C)OC(N)=C(C#N)C1c1cc2cc(C)c(C)cc2nc1Cl (centres undefined)	-8%	-13	7	-9%	?	-25%	-1%	-8%	8	11
CCc1ccc(N(CC)C(=O)Cc2c(C(=O)O)n(C)c3ccccc23)cc1	17%	23	-4	-28%	-6%	?	2%	-4%	-2	1
CCN(C(=O)COC(=O)Cc1ccc(F)cc1)c1c(N)n(Cc2ccccc2)c(=O)[nH]c1=O	-2%	-7	0	-3%	27%	-21%	1%	5%	2	2
COc1ccc(C2C(C(=O)c3sc(C)nc3C)=C(O)C(=O)N2CCN2CCOCC2)cc1 (centres undefined)	1%	6	5	-2%	23%	2%	0%	1%	31	1
CCN(Cc1ccc(C#CCCO)cc1)CC1CCCN(CCc2cccc(OC)c2)C1 (centres undefined)	8%	-8	23	1%	-11%	-2%	1%	3%	1	5
COc1cccc(CSc2ccc(S(=O)(=O)N3CCOCC3)cc2C(=O)NCC2CCCO2)c1OC (centres undefined)	-8%	2	-4	0%	-11%	-2%	-1%	-2%	-4	13
c1ccc(CCCCN2C(Nc3ccccc3)=NC[C@@H]2Cc2ccccc2)cc1	-1%	-104*	-36	1%	-14%	-30%	2%	19%	9	6
O=C(NCCN1CCOCC1)c1ccc2c(c1)N(Cc1ccccc1)C(=O)c1ccccc1S2	15%	5	-3	-5%	3%	12%	0%	6%	-7	16
C=CCCC(=O)N1CCC(n2nccc2NC(=O)CCCc2ccccc2)CC1	3%	-12	8	0%	?	5%	0%	-7%	10	?
CN(C)c1ccnc2sc3c(=O)n(-c4ccccc4)cnc3c12	-1%	-12	15	-3%	12µM*	1%	2%	1%	-8	0
O=C(C[n+]1ccsc1)c1ccccc1	7%	5	-5	1%[46.1 µM]	-10%	-1%	1%	9%	-3	-1

Not all compounds are listed; count on the stated rates, not on these rows.
